NR1D1 modulator = Rev-erb alpha (human) modulation; P20393; Rev-erbα–FITC-DNA binding, fluorescence polarization, 90 min; activity, % at 10 µM; 370,000 compounds, 0.79% hits;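 active = activity above about 14%, limit read from the data; passing the limit was not always enough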;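 note: 0% = DMSO wells with 35 nM protein and 100% = DMSO wells with 750 nM protein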
PG9 binder = small molecules binding HIV-1 gp120 antibody PG9; TR-FRET gp120-PG9 antibody binding; inhibition, % at 6.7 µM; 360,000 compounds, 0.43% hits; in the data active = inhibition above about 8.5%
LEDGF integ inh = blocks HIV-1 LEDGF/p75-dependent DNA integration; TR-FRET IN-LEDGF/p75 DNA integration, Eu/Cy5; inhibition, % at 3.7 µM; 370,000 compounds, 0.64% hits; AID 743269;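 active = inhibition above the screen-wide mean plus 3 SD, cut at about 13% in these data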;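 note: signal is the Cy5 over europium emission ratio at 671 and 618 nm; 0% = plate median of compound wells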
TCR CD3 inh = inhibitors of human TCR-CD3 interaction. TAMRA-labeled TCR probe fluorescence, biochemical. inhibition, % at 9.4 µM. 360,000 compounds, 0.37% hits. AID 651800; in the data active = inhibition above about 19%;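 note: recombinant mutant TCR 2C K166C tagged with TAMRA read by polarization; 0% = receptor in buffer alone and 100% = receptor with positive control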
mABHD4 FP = inhibits mouse alpha/beta hydrolase domain 4 | Q8VD66 | purified mABHD4, FP-Rh probe fluorescence polarization | inhibition, % at 8.92 µM | 370,000 compounds, 0.54% hits | AID 720543;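 active = inhibition exceeding the mean over every tested compound plus 3 SD, cut at about 30% in these data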;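 note: 0% = plate median of compound wells and 100% = S159A mutant with DMSO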
Target sequence (Q8VD66 whole entry, looked up, the tested form may be a part): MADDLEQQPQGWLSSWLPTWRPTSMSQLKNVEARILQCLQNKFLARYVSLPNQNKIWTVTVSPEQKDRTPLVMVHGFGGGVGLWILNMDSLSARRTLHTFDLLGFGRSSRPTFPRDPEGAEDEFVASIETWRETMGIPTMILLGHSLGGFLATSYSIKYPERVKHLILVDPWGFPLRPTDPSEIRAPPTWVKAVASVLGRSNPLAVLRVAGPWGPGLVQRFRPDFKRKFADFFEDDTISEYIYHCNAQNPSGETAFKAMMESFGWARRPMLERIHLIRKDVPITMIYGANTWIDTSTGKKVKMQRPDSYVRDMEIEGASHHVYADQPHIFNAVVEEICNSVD
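Assay system: mouse ABHD4 enzyme, wild type / Also added: fluorescent activity-based probe FP-Rh / Doses: single nominal dose of 8.92 µM, 0.89% DMSO final / Timing: 45 min compound pre-incubation plus 60 min probe step, 25 °C / Signal: FP readout, ex 525 nm / em 598 nm / Control set: S159A mutant/DMSO as 100%, compound-well median as 0%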
MBD2 DNA inh = MBD2-methylated oligo binding inhibition. Q9UBB5. TR-FRET, MBD2 binding to methylated oligonucleotide. AID 686964. 370,000 compounds, 0.31% hits. inhibition, % at 4.4 µM; in the data active = inhibition above about 13%
rCAG RNA binder = r(CAG) repeat RNA binding; 370,000 compounds, 1.3% hits; TO-PRO-1 dye displacement fluorescence; inhibition, % at 3 µM;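 active = inhibition above the plate cutoff, the mean of all test compounds on that plate plus 3 SD, cut at about 35% in these data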;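 note: 0% = DMSO alone and 100% = 100 µM mitoxantrone as full dye displacement; higher means more dye released from RNA so lower well fluorescence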
UHRF1 MBD2 ctr = human UHRF1 methylated DNA binding inhibitors | inhibition, % at 4.4 µM | UHRF1 binding to methylated oligo, TR-FRET | 370,000 compounds, 0.75% hits | Q96T88; in the data active = inhibition above about 21%;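 note: UHRF1 SRA domain binding a hemimethylated CpG hairpin DNA probe; 0% = median of test compound wells and 100% = reference inhibitor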
PRMT1 inh = inhibitors of human PRMT1 | recombinant PRMT1, activity-based probe fluorescence polarization | Q99873 | inhibition, % at 2.79 µM | 370,000 compounds, 1.3% hits;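 active = inhibition above about 21% made by adding two undisclosed values, limit read from the data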
Target sequence (Q99873 whole entry, looked up): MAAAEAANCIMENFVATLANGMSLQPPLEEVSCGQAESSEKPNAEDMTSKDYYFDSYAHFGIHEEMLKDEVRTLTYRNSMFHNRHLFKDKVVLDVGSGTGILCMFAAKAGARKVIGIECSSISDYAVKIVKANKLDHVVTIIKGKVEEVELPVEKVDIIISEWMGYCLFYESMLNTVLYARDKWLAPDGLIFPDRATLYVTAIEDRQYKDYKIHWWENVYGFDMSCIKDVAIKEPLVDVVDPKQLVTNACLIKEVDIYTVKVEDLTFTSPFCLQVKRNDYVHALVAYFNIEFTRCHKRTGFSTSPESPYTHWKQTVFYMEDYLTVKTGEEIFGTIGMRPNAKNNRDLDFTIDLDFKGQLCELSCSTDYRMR
HTRA1 inhibitor = blocks human HTRA1 serine peptidase | Q92743 | recombinant HTRA1, FP-rhodamine activity-based probe, fluorescence polarization | inhibition, % at 5.96 µM | 340,000 compounds, 0.5% hits | AID 504803; in the data active = inhibition above about 36%;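 note: 0% = enzyme with DMSO and 100% = wells lacking enzyme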
* hit, by the source's call; . = no result given. Not all compounds are listed; count on the stated rates, not on these rows.

SMILES | NR1D1 modulator | PG9 binder | LEDGF integ inh | TCR CD3 inh | mABHD4 FP | MBD2 DNA inh | rCAG RNA binder | UHRF1 MBD2 ctr | PRMT1 inh | HTRA1 inhibitor
COc1cccc(CNC(=O)C2CCN(S(=O)(=O)c3ccc(-n4cnnn4)cc3)CC2)c1 | -1.4 | 0.7 | 0.4 | -2.1 | 7.9 | -0.1 | 4.0 | -1.1 | 3.0 | -0.2
Cc1ccc(NC(=O)CSCC(=O)Nc2cc(Cl)ccc2N2CCN(C)CC2)cc1 | -4.2 | -1.0 | 0.5 | 10.6 | 7.0 | -4.4 | -4.2 | -0.1 | -1.1 | -6.7
CCOC(=O)N1CCN(C(=O)COc2cccc3c2CCN(Cc2ccccc2F)C3=O)CC1 | 1.2 | 0.1 | -1.8 | 5.3 | 3.9 | 2.6 | -4.0 | 1.9 | 3.0 | 1.1
CCCN1CCC(C(=O)NC(c2ccc(F)cc2)c2ncccc2C)CC1 (stereo unspecified) | 5.3 | -0.7 | 1.0 | 4.0 | -0.2 | -1.2 | 3.8 | -1.3 | 0.0 | .
COC(=O)c1c(F)c(F)c(N2CCOCC2)c(F)c1F | 3.2 | 0.1 | 1.5 | 5.2 | 6.8 | -3.6 | -1.0 | -1.2 | 0.4 | 4.8
Cc1cc(Cl)c(C(=O)Nc2cccc(C(F)(F)F)c2)c(C)n1 | -0.2 | -2.5 | -2.0 | 1.7 | -1.2 | -2.8 | 0.1 | -0.9 | -2.3 | -12.0
O=C(CCl)N(c1ccccc1)c1c[nH]c2ccccc12 | 3.7 | -6.1 | 0.6 | 2.3 | 0.8 | -1.8 | 1.3 | -3.4 | -1.2 | -1.0
O=C(NCCO)c1cc2c([nH]c3ccccc32)c(-c2ccccc2)n1 | 2.0 | -2.9 | 0.7 | 3.1 | -7.3 | -0.1 | 7.2 | 2.1 | -6.3 | -13.7
COc1ccccc1NC(=O)C(=O)NCc1ccccc1Cl | 4.7 | 0.1 | 2.7 | -2.7 | -2.7 | 5.0 | 1.4 | -3.8 | -2.9 | -6.8
S=C(c1ccc2c(c1)OCO2)N1CCN(c2cccc(Cl)c2)CC1 | 0.3 | -0.3 | 4.1 | -2.7 | -7.7 | 0.5 | 2.0 | 0.9 | 3.6 | -12.8
COc1ccc(C2=Nn3c(nnc3-c3ccccc3F)SC2)cc1OC1CCOC1 (stereo unspecified) | -3.6 | -1.6 | 0.3 | 9.3 | 1.2 | -2.8 | -4.7 | 3.0 | -1.0 | -1.8
Cc1cc(NC(=O)CSc2nnc(CNC(=O)c3ccc(F)cc3)o2)no1 | 2.1 | -0.5 | -4.8 | -9.0 | 4.4 | 1.4 | -3.8 | -0.9 | -0.4 | 4.9
Cc1ccccc1CSc1nc2ccccc2c(=O)[nH]1 | 7.3 | 0.8 | -3.5 | -3.5 | 5.0 | -3.2 | -1.6 | 1.0 | 1.4 | -4.2
CC(C)(C)OC(=O)NCc1ccc(CNC(=O)c2[nH]cnc2C(=O)NCC(=O)OCc2ccccc2)cc1 | 3.2 | 1.1 | 1.6 | -8.5 | -22.9 | 3.9 | -4.5 | -0.4 | 1.1 | -25.0
Cc1ccc(C(=O)C2CCN(C(=S)NCC3CCCO3)CC2)cc1 (stereo unspecified) | 8.3 | -0.1 | -1.2 | 3.2 | -9.8 | 3.4 | -5.3 | 1.2 | 0.6 | -6.3
Cc1csc(NC(=O)CSc2nnc(NC(=O)COc3ccc(Cl)cc3)s2)n1 | -2.9 | 0.2 | 0.0 | 9.5 | -3.9 | 0.3 | 8.1 | 0.7 | 0.4 | -11.2
O=C(Cn1cnnn1)Nc1ccccc1Cc1ccccc1 | -2.5 | 0.7 | 1.5 | -0.2 | 5.7 | -5.4 | 2.8 | -2.9 | -1.3 | 3.5
CCC(=O)c1ccc(N2CCCCC2)c(F)c1 | 1.0 | -2.2 | 1.2 | 5.7 | 1.6 | -7.8 | 1.6 | 3.7 | -3.7 | 1.1
CCCn1c(SCC(=O)N2CC(=O)Nc3ccccc32)n[nH]c1=O | -2.7 | -1.2 | -2.5 | -0.9 | 2.9 | -1.6 | 5.1 | -0.1 | -0.5 | 5.4
CCC(C(=O)Nc1cc(C(=O)O)ccc1C)c1ccccc1 (stereo unspecified) | 4.6 | 0.2 | 0.0 | 1.6 | -3.6 | -0.7 | -8.2 | 1.7 | 0.3 | -3.5
COc1ccc(CCn2c(=N)c(C(=O)N3CCN(C)CC3)cc3c(=O)n4ccccc4nc32)cc1 | 6.6 | 0.9 | -2.6 | 4.2 | -2.4 | -5.3 | -2.3 | -0.3 | 1.1 | 0.9
COc1ccccc1CN1CC(C(=O)NC2CCCCC2)CC1=O (stereo unspecified) | -4.5 | -0.5 | -0.5 | 4.9 | 6.4 | 0.1 | -3.7 | -0.3 | 1.3 | -1.1
Cc1cc2c(OCC(O)CNC(C)(C)C)cccc2[nH]1 (stereo unspecified) | -5.0 | -3.0 | -3.9 | -2.4 | 0.1 | -7.1 | 1.9 | 1.2 | -1.1 | 4.4
COC(=O)c1ccc(N2CCOCC2)c(NC(=O)Nc2cccc(OC)c2)c1 | -2.0 | -0.5 | -4.6 | -3.8 | 3.0 | -4.1 | 2.1 | 23.9* | 7.4 | -10.2
CSC1=C(C#N)C(c2ccccc2Cl)C(C(=O)c2cccs2)C(O)(C(F)(F)F)N1 (stereo unspecified) | 6.2 | -2.4 | -1.2 | 6.0 | -10.1 | 2.0 | 1.5 | 1.6 | 0.1 | -18.4

The list goes on; it opens with the 3 that closed the last part.
SMILES | NR1D1 modulator | PG9 binder | LEDGF integ inh | TCR CD3 inh | mABHD4 FP | MBD2 DNA inh | rCAG RNA binder | UHRF1 MBD2 ctr | PRMT1 inh | HTRA1 inhibitor
Cc1cc2c(OCC(O)CNC(C)(C)C)cccc2[nH]1 (stereo unspecified) | -5.0 | -3.0 | -3.9 | -2.4 | 0.1 | -7.1 | 1.9 | 1.2 | -1.1 | 4.4
COC(=O)c1ccc(N2CCOCC2)c(NC(=O)Nc2cccc(OC)c2)c1 | -2.0 | -0.5 | -4.6 | -3.8 | 3.0 | -4.1 | 2.1 | 23.9* | 7.4 | -10.2
CSC1=C(C#N)C(c2ccccc2Cl)C(C(=O)c2cccs2)C(O)(C(F)(F)F)N1 (stereo unspecified) | 6.2 | -2.4 | -1.2 | 6.0 | -10.1 | 2.0 | 1.5 | 1.6 | 0.1 | -18.4
CC(O)CNc1nc2c(c(=O)n(C)c(=O)n2C)n1CCc1ccccc1 (stereo unspecified) | 5.1 | 0.1 | 0.6 | -1.7 | -10.8 | 7.7 | 0.5 | 3.1 | 8.3 | 3.4
COc1ccc(NC2=C(C)C(=O)CC2)cc1 | 3.0 | -1.6 | 3.3 | -9.0 | -1.9 | -2.9 | -1.6 | -1.5 | -1.8 | 0.4
CCc1cc(=O)oc2c(C)c(O)c(CN3CCCCC3)cc12 | -8.0 | 1.6 | -1.2 | 2.4 | -9.0 | 2.6 | 0.6 | 4.1 | -3.3 | 4.6
O=C(NCCc1c[nH]c2ccccc12)OCc1cn(-c2ccc(F)cc2)nn1 | 2.7 | . | -6.0 | . | -10.3 | 10.4 | 7.4 | 7.0 | 3.5 | .
COc1ccc(-c2cc(C(=O)Nc3c(C)nn(Cc4ccccc4Cl)c3C)no2)cc1OC | -2.3 | -1.3 | 2.7 | 5.5 | -2.5 | 0.3 | 1.4 | -7.0 | -1.0 | -5.5
CN1CCN(CCOc2ccc(-c3ccccc3)cc2)CC1 | -0.8 | 0.5 | -3.6 | 4.5 | 4.5 | 3.1 | 6.6 | 0.0 | 5.7 | 6.0
O=C(c1ccco1)N1CCN=C1SCc1ccccc1F | -8.7 | -2.4 | 4.7 | 4.5 | -0.3 | -1.7 | 0.9 | 0.2 | -1.5 | -11.8
Oc1ccc(CN2CCC(Cc3ccccc3)CC2)c2cccnc12 | -2.3 | -1.9 | -2.1 | 1.7 | 6.8 | 0.7 | 0.9 | -4.0 | 1.6 | .
Cc1noc(C)c1CN1C(=O)NC2(CCc3ccccc3C2)C1=O (stereo unspecified) | -2.9 | -1.0 | 6.4 | 2.2 | -7.7 | -1.1 | 0.1 | 0.2 | -2.5 | 6.5
CCOC(=O)c1c(-c2ccccc2)nc2ccc(Cl)cn12 | -2.0 | 2.8 | 0.2 | 4.0 | -1.0 | 0.6 | -2.6 | -3.1 | 0.9 | -8.8
CCN1C(=NCC2CC2)N[C@@H](c2ccccc2)C(C(=O)OC)=C1C | -0.3 | 1.2 | -1.8 | 1.1 | 3.7 | 0.2 | 9.1 | 3.4 | -0.1 | 5.5
COc1ccc(Nc2nc(NCc3ccco3)nc(N)c2[N+](=O)[O-])cc1 | 2.3 | 1.1 | -0.8 | -2.3 | -0.1 | 3.3 | 3.6 | 3.3 | 2.0 | .
Cc1cc(=O)[nH]c2c1c(C)nn2C1CCCCC1 | 2.4 | -0.1 | -5.2 | 8.2 | -1.4 | -9.5 | -3.5 | 3.2 | 0.8 | -0.9
Cc1nnc(SCC(=O)NC2CC2)n1CCc1ccccc1 | 13.1 | -0.8 | 1.6 | 1.4 | -1.0 | 2.0 | -0.9 | -1.2 | -0.7 | 7.4
CC1Cc2cc(C3(O)C(=O)c4ccccc4C3=O)ccc2N1 (stereo unspecified) | 1.3 | -2.0 | 3.1 | 1.9 | 16.5 | -1.4 | 10.6 | -3.9 | -3.9 | 9.8
CC1CN(C(=O)COC(=O)/C=C/c2ccccc2)CC(C)O1 (stereo unspecified) | -1.9 | 0.4 | -2.1 | -0.4 | -6.8 | 4.2 | 0.5 | -1.9 | -2.4 | 4.9
CC1(C)CC(=O)C=C(c2ccc(I)cc2)C1 | -3.0 | -1.1 | 0.2 | 10.4 | 1.6 | 2.1 | -6.2 | -0.5 | -3.0 | -8.0
O=C(Nc1cccc2c1C(=O)NC2=O)c1cccc(N2C(=O)CCC2=O)c1 | 2.3 | 0.5 | 2.3 | 7.8 | -8.6 | -1.9 | -1.7 | -3.0 | -5.8 | -0.8
Cc1c(NC(=O)CSc2nc3ccc(Cl)cc3[nH]2)c(=O)n(-c2ccccc2)n1C | -2.8 | -0.7 | 1.3 | 10.1 | 6.1 | -3.4 | -1.6 | -0.2 | -2.3 | 4.9
CCN(CC)S(=O)(=O)c1ccc(N2CCOCC2)c(NC(=O)c2cccc3c(=O)c(C)c(-c4ccccc4)oc23)c1 | 5.6 | -2.0 | 4.9 | -4.6 | 32.6* | 1.4 | 5.0 | -0.5 | -1.1 | -41.8
CCN(Cc1ccccc1)C(=O)c1cccc(S(=O)(=O)N2CCN(Cc3ccccc3)CC2)c1 | 5.1 | -1.5 | 1.0 | 2.2 | 0.3 | -1.0 | -4.3 | 0.2 | 1.1 | -10.5
O=C(OCc1cccc(C(F)(F)F)c1)c1cc(S(=O)(=O)N2CCOCC2)ccc1F | -2.1 | -2.0 | 4.6 | 0.8 | -5.4 | 4.6 | -3.0 | -1.7 | -7.8 | -10.2
COc1ccc(C(c2c(O)cc(C)oc2=O)c2c(O)cc(C)oc2=O)cc1 | 6.6 | -2.2 | 3.7 | 1.4 | 2.1 | 2.8 | 3.5 | -4.6 | 1.5 | -0.5
CCOC(=O)N(C)[C@H]1C[C@H]2c3[nH]c4c(-c5cccc(C)c5)cccc4c3CCN2C[C@H]1[C@H](C)O | 0.7 | . | -2.6 | . | 4.1 | 3.7 | 6.7 | -1.9 | 2.1 | .
COc1ccc(OCC(=O)N2CCC(n3nccc3NC(=O)C3CC3)CC2)cc1 | -6.5 | -1.2 | 2.3 | 20.5* | -2.5 | -2.1 | 0.9 | 1.8 | -1.1 | 3.1
